rad50: NCI yeast anticancer drug screen, S. cerevisiae rad50 strain. growth inhibition, % at 50 µM. 10% of 79,000 active. AID 155;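 also: 0% = growth of vehicle-only cultures of the same strain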
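Cells are treated with compound, grown, and their growth is then scored against vehicle-only cultures of the same repair-deficient yeast strain.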
mec2-1: NCI yeast anticancer drug screen, S. cerevisiae mec2-1 strain; % growth inhibition at 50 µM; 9% of 79,000 active; AID 157;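 also: 0% = growth of vehicle-only cultures of the same strain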
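Readout is yeast growth inhibition, normalised to vehicle-treated controls, in the mec2-1 strain exposed to compound.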
bub3: NCI yeast anticancer drug screen, S. cerevisiae bub3 mutant strain | % growth inhibition at 50 µM | 9.9% of 78,000 active;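 also: 0% = growth of vehicle-only cultures of the same strain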
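Mutant yeast screening strain plus compound; vehicle-treated cultures serve as the 0% inhibition reference.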
yeast sgs1 mgt1: NCI yeast anticancer drug screen, S. cerevisiae sgs1 mgt1 strain; growth inhibition, % at 50 µM; 10% of 78,000 active; AID 161;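 also: 0% = growth of vehicle-only cultures of the same strain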
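Yeast cells carrying a defined DNA-repair defect were exposed to test compounds. Growth inhibition was measured relative to vehicle-treated controls.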
yeast mlh1 rad18: NCI yeast anticancer drug screen, S. cerevisiae mlh1 rad18 strain. growth inhibition, % at 50 µM. 11% of 79,000 active. AID 175;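 also: 0% = growth of vehicle-only cultures of the same strain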
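Steps: expose repair-defective yeast to compound; measure growth; express inhibition against vehicle-treated controls.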
cln2 rad14: NCI yeast anticancer drug screen, S. cerevisiae cln2 rad14 strain | growth inhibition, % at 50 µM | 8.3% of 78,000 active | AID 165;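 also: 0% = growth of vehicle-only cultures of the same strain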
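cln2 rad14 yeast strain; compound exposure; growth inhibition read vs vehicle controls.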
The depositor's hits bear a star. Rule as the data show it: active = growth inhibition above about 70%; inactive = the rest.

SMILES	rad50	mec2-1	bub3	yeast sgs1 mgt1	yeast mlh1 rad18	cln2 rad14
CCCCN(CCCC)C(=O)C(=O)C(C(=O)C(=O)OC)c1nc2ccccc2o1 (stereo not given)	-9	2	-4	-14	-6	-2
COc1ccc(C2C(Cl)C(=O)N2NC(=O)c2ccc(N)cc2)cc1 (stereo not given)	-25	-27	-29	-39	-16	-17
COc1cccc(NC(=O)CC(=O)N/N=C/c2ccc(N(CCC#N)CCC#N)c(I)c2)c1	30	9	-6	8	29	10
O=C1N(O)C2(C=CCCC2)/C(=N/O)C12CCCCC2 (stereo not given)	-8	-2	11	-1	12	11
N#CC(C(=O)C(=O)NCCCNC(=O)C(=O)C(C#N)c1ccccc1)c1ccccc1 (stereo not given)	2	1	-2	-48	-25	-9
CCC(C)NS(=O)(=O)c1ccccc1C(=O)OC (stereo not given)	20	25	13	35	37	23
CN(C)CCNC(=O)c1cccc2c1Oc1cccc([N+](=O)[O-])c1O2	-13	-14	-12	-10	-34	14
CCOC(=O)C(C)(C)O	19	14	9	1	19	-36
CCOC(=O)c1c(NN)n[nH]c1C	9	13	7	24	9	4
CCOC(=O)N/N=C(\C)c1ccc(OC)cc1	18	22	35	20	19	11
CC1OC(n2ncc(=O)[nH]c2=O)C(O)C(O)C1O (stereo not given)	-5	-6	6	1	-20	-10
Cc1nc2ccccc2c(=O)n1NC(=S)NC1CCCCC1	29	10	40	60	23	-12
CCOc1ccc(/C=C/c2ccc(OCC)cc2)cc1	-5	-16	9	-9	-24	-2
Nc1cc(Cl)c(N(CCO)C2=NCCN2)c(Cl)c1	4	-3	1	3	-6	-12
O=C(c1ccc(Cl)cc1)c1cccc(Cl)c1	-6	-16	-10	-4	6	-2
CCOc1ccc2nc(NC(=O)C(=O)C(C(=O)c3ccccc3-c3ccccc3)C3OC(=O)c4ccccc43)sc2c1 (stereo not given)	-19	24	-32	-19	-29	23
Cc1cc(Cl)ccc1N=C1NC(=O)C(CC(=O)Nc2ccc([N+](=O)[O-])cc2[N+](=O)[O-])S1 (stereo not given)	25	-4	13	12	33	-59
COc1cc2c(c(OC)c1OC)-c1ccc(OC)c(=O)cc1C(NC(=O)c1ccc(N=[N+]=[N-])cc1)CC2 (stereo not given)	51	75*	-5	8	87*	-5
COc1cccc(/C=C2/Sc3sc(C(C)=O)c(C)[n+]3C2=O)c1O	-16	-2	-5	9	-10	-2
CC1CN(N)C(=O)O1 (stereo not given)	-4	-18	3	-19	-22	3
COc1ccc(NC(=O)Nc2ccc(NC(C)=O)cc2)c(OC)c1	-6	-18	17	14	11	8
COc1c2c(cc3nc4ccccc4nc13)CCC(C(C)(C)O)C2 (stereo not given)	18	-10	-1	-3	6	4
CC(=O)c1cccc(NC(=O)CCCCCCCCC(=O)Nc2cccc(C(C)=O)c2)c1	-6	-1	-1	-2	3	-50
CCCCN(CCCC)c1ccc(N=C(C#N)c2ccc(N(CCCC)CCCC)cc2)cc1	-21	-14	-3	14	20	-39
c1ccc2[nH]c(CSc3nc4ccccc4[nH]3)nc2c1	-6	-10	3	7	-54	-8
O=C1CN(/N=C\c2ccc([N+](=O)[O-])o2)C(=O)N1	56	15	28	41	70	-8
CCOC(=O)NC(=O)c1cn(CCN2CCNCC2)c(=O)[nH]c1=O	-3	1	28	19	5	40
S=C(NCc1ccc(Cl)c(Cl)c1)Nc1ccccc1	98*	99*	97*	99*	98*	98*
O=C(O)COc1c(F)cc(F)cc1Cl	18	2	12	18	7	-1
Cc1ccc(NC(=S)C#N)c(C)c1	29	30	32	16	-29	-30
Nc1nc(SC/C=C/c2ccccc2)c2[nH]cnc2n1	-16	-15	-14	-43	-28	-26
CN(Cc1cc(Br)cc(Br)c1O)Cn1c2ccccc2c2ccccc21	0	5	-1	-6	-1	-27
CC1(C)C2CCC1(CS(=O)O)C(=O)C2.[Ag] (stereo not given)	99*	100*	100*	100*	100*	99*
O=C(O)CNC(=O)C1(NC(=O)CNC(=O)OCc2ccccc2)CCCC1	5	20	-5	11	18	-2
CC(C)Cn1cnc2c(SCc3cccc(F)c3)nc(N)nc21	-10	8	73*	68	37	-10
CC12CCC3=C4CCC(=O)C=C4CCC3C1CCC(=O)O2 (stereo not given)	2	1	16	2	5	-6

Single records (already shown). Values in the order: rad50	mec2-1	bub3	yeast sgs1 mgt1	yeast mlh1 rad18	cln2 rad14
Entry for O=C(O)COc1c(F)cc(F)cc1Cl → 18	2	12	18	7	-1
Entry for CC1(C)C2CCC1(CS(=O)O)C(=O)C2.[Ag] (stereo not given) → 99*	100*	100*	100*	100*	99*

(continued)
SMILES	rad50	mec2-1	bub3	yeast sgs1 mgt1	yeast mlh1 rad18	cln2 rad14
CN(C)C(=S)/N=c1\ss/c(=N\C(=S)N(C)C)n1-c1ccc2c(c1)OCO2	-16	-4	-17	-3	2	-1
C[N+](C)=c1ccc2nc3c(cc(Nc4ccccc4)c4ccccc43)oc-2c1	20	50	38	30	39	30
O=C1C(OC(=O)c2ccccc2)=C(c2ccc(O)cc2)C(=O)C(OC(=O)c2ccccc2)=C1c1ccc(O)cc1	24	0	17	6	-45	10
Cc1cccc(C)c1NC(=O)C(C#N)C1=C(Cl)C(=O)c2ccccc2C1=O (stereo not given)	91*	93*	92*	94*	92*	93*
O=C(O)c1cccc2ccc3c(c12)Nc1ccc2ccccc2c1S3	38	31	45	21	31	-4
COc1cc2ccc1-c1cc(ccc1O)CC1c3cc4c(cc3CCN1C)Oc1c(OC)cc3c(c1O4)C(C2)N(C)CC3 (stereo not given)	1	-7	-6	-18	0	-2
CCCCCC1OC1CC1OC1CCCCCCCC(=O)OC (stereo not given)	37	19	50	40	59	-27
CCCCOC(=O)C(C)OC(=O)CCC (stereo not given)	10	3	7	-7	8	26
CC/C(=N/N(C)C)C(=O)O	-29	-4	-17	-5	-16	-11
O=C(O)C1C2CCC(O2)C1C(=O)NCc1cccnc1 (stereo not given)	23	-4	-11	-12	3	-10
COc1cc(C(=O)O)ccc1OS(=O)(=O)O	-17	-63	-11	-11	-31	-22
COc1ccc(C(C)(C)C#N)cc1	-21	14	-11	-6	32	-13
CC(/C=C/c1ccccc1)=N/NS(=O)(=O)c1ccc([N+](=O)[O-])cc1	8	5	7	-17	27	-21
ClC1=CC(Cl)=C2N=C(N3CCCC3)N=C3N=C(N4CCCC4)N=C1N32	-15	-5	2	-20	5	-11
CC(=O)N=C1N(/C=C2\C(=O)Oc3ccccc3C2=O)C(=O)/C(=C/c2ccc(NC(C)=O)cc2)N1C	-33	-26	-31	34	-12	8
C=C1C(=O)C=C2C=C3C(=O)C(C)(C)C[C@]3(O)C12C (stereo not given in full)	84*	92*	86*	89*	-22	82*
CCCCCC1CC(=O)NC1C(=O)O (stereo not given)	-3	1	-1	-11	-9	-9
CC1=CP(=O)(c2ccccc2)CC1 (stereo not given) (tested in a mixture with another compound)	-12	-9	-10	6	1	-10
CCOC(=O)CC(NC(=O)c1[nH]cnc1/N=N/N(C)C)C(=O)OCC (stereo not given)	89*	92*	92*	91*	78*	91*
O=C(NCC1CC1)NC(=O)c1c(F)cccc1Cl	-1	-13	37	13	10	21
C=C1N(C=O)C(C)(C)N(O)C1(C)C	17	16	12	16	11	28
O=C(OCCCl)c1ccccc1Cl	-32	2	27	-29	-44	-42
O=C1c2ccccc2C(=O)N1c1ncn[nH]1	11	22	0	-18	4	-2
CCCCCCCCCCCCCCCCCCn1cnc2c(N)ncnc21	-6	-1	0	6	-4	-2
CC1=CC(=O)/C(=C/N2CCNC2=S)C(=O)O1	-25	-21	-31	1	5	6
Nc1ccccc1SCc1csc(-c2ccc(Cl)cc2)n1	98*	97*	97*	98*	98*	97*
O=C(c1ccc(Cl)c([N+](=O)[O-])c1)c1ccc(Cl)c([N+](=O)[O-])c1	59	93*	96*	85*	97*	40
O=S(=O)(O)CCNC1CCCCC1	8	10	-14	-7	-26	6
CCOC(=O)N[C@H]1CCc2cc(OC)c(OC)c(OC)c2-c2ccc(SC)c(=O)cc21	34	-16	1	16	-2	5
CC1([N+](=O)[O-])COC(/C=C/c2ccccc2)OC1 (stereo not given)	-15	34	-11	10	-7	-26
O=C(O)C1=CCC=CC1	4	4	8	4	10	1
CCCCOC(c1ccccc1)c1ccccc1	-20	-19	-4	-12	2	-18
Clc1ccc(C2OCC3(CO2)COC(c2ccc(Cl)c(Cl)c2)OC3)cc1Cl (stereo not given)	0	-3	-2	-10	13	-7
CCCCCCCC/C=C\CCCCCCCC(=O)OCC1CCCO1 (stereo not given)	-7	5	34	-27	4	69
Cc1cc(C)[n+]([O-])c(C)c1[N+](=O)[O-]	20	-7	14	1	-10	-30
O=C(O)COc1c(Cl)cc(Cl)cc1Cl	-35	-37	-40	-30	-32	-15

A run of entries taken from the entries so far, as a working copy:
SMILES	rad50	mec2-1	bub3	yeast sgs1 mgt1	yeast mlh1 rad18	cln2 rad14
O=C(NCC1CC1)NC(=O)c1c(F)cccc1Cl	-1	-13	37	13	10	21
C=C1N(C=O)C(C)(C)N(O)C1(C)C	17	16	12	16	11	28
O=C(OCCCl)c1ccccc1Cl	-32	2	27	-29	-44	-42
O=C1c2ccccc2C(=O)N1c1ncn[nH]1	11	22	0	-18	4	-2
CCCCCCCCCCCCCCCCCCn1cnc2c(N)ncnc21	-6	-1	0	6	-4	-2
CC1=CC(=O)/C(=C/N2CCNC2=S)C(=O)O1	-25	-21	-31	1	5	6
Nc1ccccc1SCc1csc(-c2ccc(Cl)cc2)n1	98*	97*	97*	98*	98*	97*
O=C(c1ccc(Cl)c([N+](=O)[O-])c1)c1ccc(Cl)c([N+](=O)[O-])c1	59	93*	96*	85*	97*	40
O=S(=O)(O)CCNC1CCCCC1	8	10	-14	-7	-26	6
CCOC(=O)N[C@H]1CCc2cc(OC)c(OC)c(OC)c2-c2ccc(SC)c(=O)cc21	34	-16	1	16	-2	5
CC1([N+](=O)[O-])COC(/C=C/c2ccccc2)OC1 (stereo not given)	-15	34	-11	10	-7	-26
O=C(O)C1=CCC=CC1	4	4	8	4	10	1
CCCCOC(c1ccccc1)c1ccccc1	-20	-19	-4	-12	2	-18
Clc1ccc(C2OCC3(CO2)COC(c2ccc(Cl)c(Cl)c2)OC3)cc1Cl (stereo not given)	0	-3	-2	-10	13	-7
CCCCCCCC/C=C\CCCCCCCC(=O)OCC1CCCO1 (stereo not given)	-7	5	34	-27	4	69
Cc1cc(C)[n+]([O-])c(C)c1[N+](=O)[O-]	20	-7	14	1	-10	-30
O=C(O)COc1c(Cl)cc(Cl)cc1Cl	-35	-37	-40	-30	-32	-15

Following part.
SMILES	rad50	mec2-1	bub3	yeast sgs1 mgt1	yeast mlh1 rad18	cln2 rad14
CC(C)=CCC/C(C)=C/COC(=O)Nc1ccccc1	16	19	53	62	11	61
O=C(OC1CC2CC1C1CC=CC21)c1ccccc1 (stereo not given)	-6	11	22	-4	-4	-4
CN(C)CCn1c(CO)nc2c1c(=O)n(C)c(=O)n2C	-10	12	0	-21	-6	-15
CC(C)Oc1ccc(CNC2=NCCO2)c2ccccc12	-8	-19	8	15	-6	6
O=C1C2(CCCC13OC3c1ccccc1)OC2c1ccccc1 (stereo not given)	-21	-11	23	-5	-4	-14
CCN(CC)CCOC(NC(C)=O)(c1ccccc1)c1ccccc1	4	-10	15	10	20	2
N#CC(NCCNC(C#N)c1ccccc1)c1ccccc1 (stereo not given)	16	-2	-12	12	10	7
Cc1ccc(S(=O)(=O)[N-]C2C(=O)c3ccccc3C(=O)C2[n+]2cccc(C(N)=O)c2)cc1 (stereo not given)	-2	2	9	10	-39	5
O=c1c2c3c(sc2nc2n1N=C(c1ccc(Br)cc1)CS2)CCCC3	21	0	-24	-23	-25	-32
